# LDHA inh: inhibitors of human lactate dehydrogenase A; P00338; 480,000 compounds, 0.15% hits; purified LDHA, NADH/diaphorase-resazurin fluorescence; hits give low values; activity change, % (values are at about 110 or 230 µM); in the data active = activity change below about -30%; inconclusive = mostly about -25% to -30%;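 also: plate controls were DMSO wells for no effect and wells without enzyme for full effect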
#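 Human LDH5 at 2 nM final in Tris HCl pH 7.4 with 0.06 mM NADH and 0.2 mM pyruvate, reacted 5 minutes at room temperature. Remaining NADH coupled via diaphorase/resazurin; resorufin fluorescence read at 0 and 20 minutes, normalized to enzyme-free and DMSO wells.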
# ALOX12 inh: inhibitors of human 12S-lipoxygenase ALOX12 | P18054 | purified 12hLO, xylenol orange hydroperoxide absorbance | Potency, µM (highest dose often 108 µM), for the others: at the top dose activity change, negative = inhibition, most hits filed as inhibitors | 580,000 compounds, 1.1% hits | AID 1671190; active = well fitted inhibition curve with a large enough effect; inconclusive = small, poorly fitted or top-dose-only effect, or another doubt; inactive = no such curve, though single readings can be large or run the other way; also: potency is read from the fitted curve at half-maximal effect
# Target sequence (P18054 whole entry, looked up): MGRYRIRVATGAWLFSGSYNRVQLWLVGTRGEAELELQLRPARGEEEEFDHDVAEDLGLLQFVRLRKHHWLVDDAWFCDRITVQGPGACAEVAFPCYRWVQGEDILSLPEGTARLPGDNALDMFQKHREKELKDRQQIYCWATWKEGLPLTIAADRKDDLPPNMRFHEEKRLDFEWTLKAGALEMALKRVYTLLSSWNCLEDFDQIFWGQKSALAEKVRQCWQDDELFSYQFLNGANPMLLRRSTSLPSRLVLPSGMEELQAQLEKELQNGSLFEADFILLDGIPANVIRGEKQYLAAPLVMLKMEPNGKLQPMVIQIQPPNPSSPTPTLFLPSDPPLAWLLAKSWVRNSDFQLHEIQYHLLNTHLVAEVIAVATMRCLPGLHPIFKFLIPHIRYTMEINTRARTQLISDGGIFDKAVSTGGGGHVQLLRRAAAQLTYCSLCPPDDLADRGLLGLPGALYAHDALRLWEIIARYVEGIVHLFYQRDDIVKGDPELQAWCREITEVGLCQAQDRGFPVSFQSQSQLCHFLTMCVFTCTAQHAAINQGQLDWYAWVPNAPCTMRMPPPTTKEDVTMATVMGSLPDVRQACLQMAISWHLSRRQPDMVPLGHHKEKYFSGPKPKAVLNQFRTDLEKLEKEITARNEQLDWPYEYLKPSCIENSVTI
#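 Hydroperoxide product was detected by ferrous iron/xylenol orange as the 573 to 405 nm absorbance ratio. Arachidonic acid at 40 uM (final) was turned over for 30 min at room temperature by 150 nM human 12hLO, pH 7.0 Hepes buffer, after 15 min compound preincubation.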
# The depositor's hits bear a star; ? = inconclusive; [ ] = remark or other dose. Unless noted, % is scaled to controls: 0 for no effect and ±100 for the full control effect. Some of the compounds tested; rates above refer to the full screens.
compound | LDHA inh | ALOX12 inh
COc1ccc(C(C(=O)Nc2c(C)cccc2C)n2c(=O)c(-c3ccco3)nc3ccccc32)cc1 (stereo unspecified) | 4 | ?
Cc1cccc(Cn2c(N3CCN(c4cccc(Cl)c4)CC3)nc3c2c(=O)n(C)c(=O)n3C)c1 | 7 | -7%
COc1cccc(-n2cnc3c2NC(=O)CC3c2ccsc2)c1 (stereo unspecified) | 75 | ?
O=C(CSc1nc2ccccc2[nH]1)N1CCN(S(=O)(=O)c2ccccc2)C1 | -15 | -3%
COCCNC(=O)COC(=O)c1cc(-c2cccc3ccccc23)nc2ccccc12 | 9 | -5%
Cc1ccc(S(=O)(=O)Nc2ccc3c(c2)nc(CCn2ccccc2=O)n3C)cc1 | 9 | 23%
CC(C)CCNc1nc2c(c(=O)n(C)c(=O)n2C)n1Cc1ccc(Cl)cc1 | -19 | 5%
COc1ccc(-c2nc3cc(NC(=O)c4ccccc4OC)ccc3o2)cc1Cl | 1 | ?
CC(C)CNc1oc(COc2ccc3c(c2)OCO3)nc1C#N | 7 | ?
Cc1ccccc1C(C)NC(=O)CSc1nc2cc([N+](=O)[O-])ccc2o1 (stereo unspecified) | -5 | 25µM*
CCN(CC)C(=O)COc1nc(-c2ccco2)c2c(c1C#N)CCC2 | 2 | ?
O=C(Nc1ccc(C(F)(F)F)cc1)c1nn(C2CCS(=O)(=O)C2)c2c1CCCC2 (stereo unspecified) | 1 | -7%
CC(C#N)Sc1nnc(Nc2ccccc2F)s1 (stereo unspecified) | 4 | 0%
CC(C)CNC(=O)c1ccccc1N | 9 | 13%
COc1ccc(NC(=O)COc2coc(CN3CCSCC3)cc2=O)cc1 | -13 | 23%
N#CCSc1sc(=S)sc1SCC#N | 6 | ?
Cn1c(=O)[nH]c(=O)c2c(C(=O)O)cc(C3CC3)nc21 | 6 | ?
CN(Cc1ccc(Br)cc1)C(=O)Cn1nnn(-c2cccs2)c1=O | -6 | ?
CC(C)(C)c1noc(CSc2cc(C(N)=O)c3ccccc3n2)n1 | -6 | 15%
Cn1cc(/C=C/C(=O)N2CCCC(C(F)(F)F)C2)c(=O)n(C)c1=O (stereo unspecified) | 2 | -9%
O=c1c2cc(Cl)ccc2ncn1Cc1ncc(-c2ccccc2)o1 | 35 | 13%
O=C(c1cc(=O)c2cc(F)ccc2o1)N(Cc1cccs1)c1ccccn1 | 7 | ?
O=Cc1ccc(OCc2ccc(I)cc2)c(Cl)c1 | 0 | ?
Cc1ccc(NC(=O)Cn2c(=O)c3c(ncn3CC(C)C)n(CC(C)C)c2=O)cc1F | -2 | 2%
O=C(Nc1cc(=O)[nH]c2nc(C(F)(F)F)nn12)c1ccc(Cl)cc1 | 10 | ?
CNC(=O)c1ccc(/C=C/C(=O)N(Cc2ccsc2)C2CC2)cc1 | 9 | 2%
CCOC(=O)c1ccc(-c2ccc(/C=C(/C#N)C(=O)N3CCOCC3)o2)cc1 | 7 | ?
CCN(CC)c1sc(S(C)(=O)=O)nc1S(=O)(=O)c1ccc(C)cc1 | -5 | ?
COc1cccc(-c2csc(-c3nc(-c4ccc(C)cc4)c(C)s3)n2)c1 | 10 | -23%
O=C(COc1ccc(Br)cc1)OCCCC(=O)c1ccccc1 | 0 | -27%

# Quoted at random: 7 compounds from above.
compound | LDHA inh | ALOX12 inh
CCOC(=O)c1ccc(-c2ccc(/C=C(/C#N)C(=O)N3CCOCC3)o2)cc1 | 7 | ?
COc1ccc(NC(=O)COc2coc(CN3CCSCC3)cc2=O)cc1 | -13 | 23%
O=Cc1ccc(OCc2ccc(I)cc2)c(Cl)c1 | 0 | ?
COc1ccc(-c2nc3cc(NC(=O)c4ccccc4OC)ccc3o2)cc1Cl | 1 | ?
Cc1cccc(Cn2c(N3CCN(c4cccc(Cl)c4)CC3)nc3c2c(=O)n(C)c(=O)n3C)c1 | 7 | -7%
O=C(CSc1nc2ccccc2[nH]1)N1CCN(S(=O)(=O)c2ccccc2)C1 | -15 | -3%
CC(C)CCNc1nc2c(c(=O)n(C)c(=O)n2C)n1Cc1ccc(Cl)cc1 | -19 | 5%

# Other structures follow:
compound | LDHA inh | ALOX12 inh
CCCCC1CCC(C(=O)Oc2ccc(C=O)c(O)c2)CC1 (stereo unspecified) | -1 | -60%
CC(C)Cc1nc(C#N)c(NCC(c2cccs2)N2CCOCC2)o1 (stereo unspecified) | 19 | -37%
O=C(OC1CCCCC1)c1nn(-c2ccccc2)c(=O)c2ccccc12 | 16 | -6%
Cc1c(Cc2ccccc2)c(=O)oc2cc(OCC(=O)NCCCO)ccc12 | 0 | ?
COc1ccc(-c2nnc3c(C(=O)Nc4cccc5ccccc45)cccn23)cc1 | 0 | ?
CCC1CSC(Nc2ccccc2C)=N1 (stereo unspecified) | -4 | 5%
Cc1nn(CC(=O)Nc2ccc3c(c2)nc2n3CCN(C)C2)c(=O)c2ccccc12 | 3 | 42%
COCCN(Cc1cccs1)S(=O)(=O)c1ccc(Br)cc1 | -8 | -9%
Clc1ccc(CNCCN2CCCC2)cc1Cl | 0 | 35%[activator]
N#Cc1c(N2CCN(CC(=O)Nc3cccc(Cl)c3)CC2)nc(-c2ccco2)c2c1CCC2 | 1 | -2%
O=C(O)CCC(NS(=O)(=O)c1cccc(Cl)c1)C(=O)O (stereo unspecified) | 2 | ?
Cc1c(C(N)=O)sc(NC(=O)C2CCCO2)c1C(=O)OC(C)C (stereo unspecified) | 8 | -28%
Cc1oc(-c2ccccc2)nc1C(=O)OCC(=O)NC(N)=O | 5 | -8%
CCCCCCCOc1ccc(C=Nc2ccc(CCCC)cc2)c(O)c1 | 0 | 19%
CCCCCc1ccc(-c2ccc(C3CCC(CCCC)CC3)cn2)cc1 (stereo unspecified) | 1 | -10%
CCOC(=O)c1cnc(Nc2cc(F)ccc2F)c2ccccc12 | 5 | 0%
C=C(C)Cn1c(=O)c2c(ncn2Cc2ccco2)n(Cc2ccccc2)c1=O | -4 | 9%
Clc1cccc(Nc2nc(NC3CCCCCC3)nc3c2cnn3-c2ccccc2)c1 | 4 | ?
CC(CNC(=O)c1ccc(C#N)cc1)N1CCCC1 (stereo unspecified) | 0 | -25%
CCOc1ccc(C(=O)C(C)Sc2nnc3ccc(C(F)(F)F)cn23)cc1 (stereo unspecified) | 8 | -21%
CCCCOc1ccc2c(C)c(C)c(=O)oc2c1 | 7 | ?
COC(=O)c1ccc(CO/N=C/c2ccccc2Cl)cc1 | 1 | -2%
Cc1nnc(NC(=O)NCC(O)c2cccc(Cl)c2)s1 (stereo unspecified) | 0 | ?
CCc1ccccc1NC(=O)CCn1cnc2c1c(=O)n(C)c(=O)n2C | 1 | -9%
O=C(NCc1ccc(OC(F)F)cc1)C1CCN(S(=O)(=O)c2cccnc2)CC1 | -8 | ?
COc1ccc(Oc2ccc(NC(=O)Cn3ncc4ccc(OC)c(OC)c4c3=O)cc2)cc1 | -2 | 7%
CSc1ccc(C2C(C#N)=C(N)Oc3c2ccc2ccccc32)cc1 (stereo unspecified) | 12 | 0%
c1n[nH]cc1-c1cn[nH]c1 | 2 | -3%
O=C(Nc1cccc2c1CCCC2)c1ccc2ccccc2c1 | 4 | -6%
CC(=O)NCC(=O)O | 1 | -27%

# Additional entries
compound | LDHA inh | ALOX12 inh
COc1cccc(CNCc2ccco2)c1 | -7 | ?
CCOC(=O)c1c(NC(=O)N2CCN(CC)CC2)sc(C)c1C | 12 | ?
Cc1ccc(Cn2nnc3c(=O)n(Cc4nc(-c5ccc(OC(C)C)cc5)no4)cnc32)cc1 | -6 | -26%
Cc1cccc(N(C)S(=O)(=O)c2cc(-c3cc(C)no3)ccc2C(C)C)c1 | 9 | ?
O=C(NC1CCCCCC1)c1cnn(-c2ccc(F)cc2)c1-n1cccc1 | -2 | -23%
COc1ccc(Nc2cc(-n3ncc(C(C)=O)c3C)nc(C)n2)cc1 | 7 | -3%
CCCNC(=O)COC(=O)c1c[nH]c2ccccc12 | 6 | -15%
COc1ccc(C(=O)COC(=O)c2cc(S(N)(=O)=O)ccc2F)c(OC)c1 | -2 | 28%
O=C(O)C1CC(=O)N(c2ccc(S(=O)(=O)Nc3ccccc3F)cc2)C1 (stereo unspecified) | -8 | -15%
CC(c1ccc(Cl)cc1)N(C)Cc1nc2ccccc2o1 (stereo unspecified) | 2 | -2%
O=C(COC(=O)C12CC3CC(CC(Cl)(C3)C1)C2)Nc1ccc([N+](=O)[O-])cc1Cl | 10 | ?
Cc1cc(C)c(C(N)CO)cc1C (stereo unspecified) | -6 | ?
O=C(Nc1ccc(Cl)cc1Cl)C1CC2CCC1C2 (stereo unspecified) | 9 | ?
COc1ccc(OC)c(NC(=O)Cc2c(C)c3c(OC)cc(C)cc3oc2=O)c1 | 0 | -2%
Cc1sc(NC(=O)c2ccccc2)c(C(c2ccccc2)N2CCOCC2)c1C (stereo unspecified) | 1 | ?
C=CCn1c(SC(C)C(=O)OC)nc2c1c(=O)[nH]c(=O)n2C (stereo unspecified) | 1 | -20%
O=C(Nc1cccc(C(F)(F)F)c1)C1=C(c2ccccc2)S(=O)(=O)CCO1 | 0 | -54%
O=C(/C=C/c1ccsc1)NCCc1ccccc1 | -4 | 6%
O=C(Nc1ccccc1F)Nc1ccccc1SCc1cc(=O)n2ccccc2n1 | 0 | ?
CSc1ccc(/C=C/c2nc(=O)c3ccccc3o2)cc1 | 4 | ?
COc1ccc(Cl)cc1C(=O)N(C1CCCCC1)C1CCCCC1 | 10 | -13%
CC(C)NC(=O)c1cc(-c2ccc(Cl)c(Cl)c2)on1 | 2 | 12%
CC(Oc1ccc2ccc(=O)oc2c1)C(=O)N1CCCCCC1 (stereo unspecified) | -7 | 35%[activator]
CCCCN(C)S(=O)(=O)c1cc(-c2nc(-c3cccc(F)c3)no2)sc1C | 6 | 7%
CCc1ccc(NC(=O)c2ccc3c(c2)S(=O)(=O)N=C(C)N3CC(C)C)cc1 | 0 | -10%
CNC(=O)NC(=O)C(C)Sc1ccc(Br)cc1 (stereo unspecified) | -15 | ?
CCOc1ccc(C2CC(=O)N(c3cccc(C(F)(F)F)c3)C3=C2C(=O)OC3)cc1 (stereo unspecified) | -2 | 7%
C=C(C)Cn1c(N2CCN(Cc3c(F)cccc3Cl)CC2)nc2c1c(=O)[nH]c(=O)n2C | 6 | 15%
NC1CCOCC1 | -1 | 10%
N#Cc1cc(NCC(=O)N2CCNC2=O)ccc1Cl | -31* | 14%

# Next structures:
compound | LDHA inh | ALOX12 inh
Cc1ccc2[nH]c(C(=O)N3CCN(c4ccccc4)CC3)cc2c1 | -14 | -16%
Cc1cccc(C2N3CC4(C)CN2CC(C)(C3)C4=O)c1 (stereo unspecified) | -1 | -3%
CC(C)CNC(=O)CCNC(=O)c1ccc(C(C)(C)C)cc1 | 2 | ?
C=CCNC(=O)c1cnn(-c2ccc(C(F)(F)F)cn2)c1C(F)(F)F | 6 | 10%
COCCn1cnnc1SCc1ccccc1F | 7 | ?
Cc1ccc(S(=O)(=O)N2CCCCC2)cc1NC(=O)c1nn(C(C)C)c(=O)c2ccccc12 | -1 | -27%
N#C/C(=C\c1ccc(-c2cccc(C(=O)O)c2)o1)c1nc2ccccc2[nH]1 | 31 | ?
CC(C)NC(=O)CSc1cc(C(=O)NC2CC2)c2ccccc2n1 | 3 | -8%
CC(=O)Nc1ccc(S(=O)(=O)[C@H]2CS(=O)(=O)C[C@@H]2N2CCCC2)cc1 | 6 | -2%
CC(C)NC(=O)CCc1ncc(-c2c(F)cccc2F)o1 | 0 | 21%
CC(C)CC(NC(=O)c1ccccc1Cl)C(=O)O (stereo unspecified) | 6 | -17%
Cn1c(C(=O)NCCNC(=O)CC2CCCCC2)cc2ccccc21 | -8 | ?
CC(Cn1cccn1)NC(=O)c1cc(Cl)c2c(c1)OCCCO2 (stereo unspecified) | -8 | 6%
CCc1ccc2c(CN(C)CCOc3ccccc3F)cc(=O)oc2c1 | -5 | -15%
CSCCC(NC(=O)c1ccc2ccccc2n1)C(=O)NC(C)C (stereo unspecified) | -5 | 6%
N#C/C(=C/c1ccc(OCc2ccc3ccccc3c2)cc1)c1nc2ccccc2[nH]1 | 0 | -28%
COc1ccccc1NC(=O)c1ccc(NC(=O)Cn2nc(C(=O)O)c3ccccc3c2=O)cc1 | 5 | -16%
COc1ccc(/C=C/C(=O)NC2CCCCCCCCCCC2)cc1 | 9 | 2%
CCCn1c(=O)[nH]c(=O)c2c1nc(-c1ccc(F)cc1)n2CCOC | 9 | 16%
O=C(O)/C(=C/C=C\c1ccccc1)NC(=O)c1ccc(Br)o1 | 1 | ?
COc1cc(C(=O)OCc2cccc(C#N)c2)cc(OC)c1C | ? | 10%
CC(=O)Nc1cccc(NC(=O)c2cc(-c3cccs3)nc3ccccc23)c1 | 11 | -27%
O=C(NCc1ccc2c(c1)OCO2)c1ccc(N2CCCN(Cc3ccccc3)C2=O)cc1 | 11 | -3%
COc1ccc(NC(C)c2nc(-c3cccs3)no2)cc1 (stereo unspecified) | 4 | ?
Cc1ccc(-c2cc(C(=O)Nc3nncs3)c3ccccc3n2)cc1C | 6 | -36%
CN(Cc1ccc(Br)cc1)S(=O)(=O)c1ccc2c(c1)CCC2 | -2 | -7%
CNc1c(NC(=O)Nc2ccc(F)cc2)c(=O)oc2ccccc12 | 5 | 10µM*
O=C1NC[C@@H](CCCCN2C[C@H](Cc3ccc(O)cc3)N(CC3CCCCC3)C(=O)C2=O)N(CCc2ccccc2)C1=O | -1 | 2%
Cc1ccc2nc(-c3ccc4ccccc4c3)cc(C(=O)O)c2c1 | 2 | ?

# Source: PubChem (National Center for Advancing Translational Sciences (NCATS))
